MRP reversal = reverses drug resistance mediated by MRP; H69AR cells + 2 uM doxorubicin, CellTiter-Glo, 72 h; differential viability (reversal), % at 10 µM; 0.04% of 85,000 active;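 active = viability drop by adding the cancer drug above about 55%, with treated viability meeting a 40% cutoff, limit read from the data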;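 also: viability without doxorubicin minus viability with 2 µM doxorubicin for each compound; larger differential means the compound sensitizes cells more to doxorubicin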
MRP reversal cytotoxicity = also measured in MRP reversal; calls as there; viability, %; H69AR cells, CellTiter-Glo, 72 h; measured here: cytotoxicity without doxorubicin
MRP reversal with doxorubicin = recorded beside MRP reversal, whose call it bears; viability, %; measured here: viability with 2 uM doxorubicin; hits give low values
* hit, by the source's call. This is a subset (hit frequency here may not be typical).

The first 22 records, to show the layout:
SMILES | MRP reversal | MRP reversal cytotoxicity | MRP reversal with doxorubicin
COc1ccc(CN2CC(C(=O)NCCCN3CCN(Cc4ccccc4)CC3)CC2=O)cc1 (stereo not drawn) | 16 | 105 | 89
CC(=O)N1CCc2c(sc(NC(=O)CN3C(=O)CCC3=O)c2C(N)=O)C1 | -10 | 94 | 104
CC1CCCC(C)N1C(=O)c1cc(-c2cccs2)on1 (stereo not drawn) | 12 | 100 | 88
CCOC(=O)N1CCC(N2Cc3cccc(C(=O)NCc4ccc(OC)cc4)c3C2=O)CC1 | 33 | 64 | 31
Cc1cc(NC(=O)c2ccccc2-c2ccccc2C(=O)O)no1 | 18 | 106 | 88
CCOC(=O)c1c(C)c(C(=O)NCc2ccc3c(c2)OCO3)c(C)n1CC | -14 | 95 | 109
O=C(c1ccc(-c2ccccc2)cc1)N1CCN(c2nc3ccccc3o2)CC1 | 6 | 93 | 87
Nc1[nH]c(=O)ncc1F | 4 | 96 | 92
Cc1cccc(NC(=O)CSc2nnc(-c3cc(C)n(-c4ccccc4)c3C)o2)c1C | 5 | 94 | 89
CC(=O)Nc1ccc(S(=O)(=O)NCC2CCC(C(=O)NC3CCCCCC3)CC2)cc1 (stereo not drawn) | -13 | 61 | 74
O=C(c1ccco1)N1CCN(C(=O)c2cccc3c2C(=O)N(C2CCCCC2)C3)CC1 | 19 | 96 | 76
CCc1cc2c(=O)c(-c3nc4ccccc4n3C)coc2c(CN2CCOCC2)c1O | 6 | 89 | 84
COC(=O)CC(=O)Cc1nc(N)nc(Nc2ccc(C)c(C)c2)n1 | -8 | 86 | 94
COC(=O)c1cc(=O)nc2scc(C)n12 | 0 | 96 | 96
c1csc(-c2nn3c(C4CCCCC4)nnc3s2)c1 | 12 | 85 | 73
CCCCC[C@H](O)/C=C/[C@@H]1[C@@H](CCCCCCC(=O)O)[C@@H](O)C[C@H]1O | -3 | 80 | 84
C[C@]12C[C@H](O)[C@H]3[C@@H](CCC4=CC(=O)CC[C@@]43C)[C@@H]1CC[C@@H]2C(=O)CO | 14 | 109 | 95
c1cc(-c2nc3ccccc3o2)nc(-c2nc3ccccc3o2)c1 | -3 | 92 | 95
c1cc(-c2nc3cc(Oc4ccc5oc(-c6ccncc6)nc5c4)ccc3o2)ccn1 | 23 | 88 | 65
CCOc1ccc(NC(=O)C2C3C=CC4(CN(C(C(=O)OC)C(C)C)C(=O)C24)O3)cc1 (stereo not drawn) | 5 | 99 | 94
CCOC(=O)C1CCCN(C(=O)c2sc3nc(C)nc(N(CC)CC)c3c2C)C1 (stereo not drawn) | 34 | 94 | 60
O=C(Cn1cnc2c(nnn2Cc2ccccc2)c1=O)c1ccccc1 | 3 | 97 | 94

The listing, from the start:
SMILES | MRP reversal | MRP reversal cytotoxicity | MRP reversal with doxorubicin
COc1ccc(CN2CC(C(=O)NCCCN3CCN(Cc4ccccc4)CC3)CC2=O)cc1 (stereo not drawn) | 16 | 105 | 89
CC(=O)N1CCc2c(sc(NC(=O)CN3C(=O)CCC3=O)c2C(N)=O)C1 | -10 | 94 | 104
CC1CCCC(C)N1C(=O)c1cc(-c2cccs2)on1 (stereo not drawn) | 12 | 100 | 88
CCOC(=O)N1CCC(N2Cc3cccc(C(=O)NCc4ccc(OC)cc4)c3C2=O)CC1 | 33 | 64 | 31
Cc1cc(NC(=O)c2ccccc2-c2ccccc2C(=O)O)no1 | 18 | 106 | 88
CCOC(=O)c1c(C)c(C(=O)NCc2ccc3c(c2)OCO3)c(C)n1CC | -14 | 95 | 109
O=C(c1ccc(-c2ccccc2)cc1)N1CCN(c2nc3ccccc3o2)CC1 | 6 | 93 | 87
Nc1[nH]c(=O)ncc1F | 4 | 96 | 92
Cc1cccc(NC(=O)CSc2nnc(-c3cc(C)n(-c4ccccc4)c3C)o2)c1C | 5 | 94 | 89
CC(=O)Nc1ccc(S(=O)(=O)NCC2CCC(C(=O)NC3CCCCCC3)CC2)cc1 (stereo not drawn) | -13 | 61 | 74
O=C(c1ccco1)N1CCN(C(=O)c2cccc3c2C(=O)N(C2CCCCC2)C3)CC1 | 19 | 96 | 76
CCc1cc2c(=O)c(-c3nc4ccccc4n3C)coc2c(CN2CCOCC2)c1O | 6 | 89 | 84
COC(=O)CC(=O)Cc1nc(N)nc(Nc2ccc(C)c(C)c2)n1 | -8 | 86 | 94
COC(=O)c1cc(=O)nc2scc(C)n12 | 0 | 96 | 96
c1csc(-c2nn3c(C4CCCCC4)nnc3s2)c1 | 12 | 85 | 73
CCCCC[C@H](O)/C=C/[C@@H]1[C@@H](CCCCCCC(=O)O)[C@@H](O)C[C@H]1O | -3 | 80 | 84
C[C@]12C[C@H](O)[C@H]3[C@@H](CCC4=CC(=O)CC[C@@]43C)[C@@H]1CC[C@@H]2C(=O)CO | 14 | 109 | 95
c1cc(-c2nc3ccccc3o2)nc(-c2nc3ccccc3o2)c1 | -3 | 92 | 95
c1cc(-c2nc3cc(Oc4ccc5oc(-c6ccncc6)nc5c4)ccc3o2)ccn1 | 23 | 88 | 65
CCOc1ccc(NC(=O)C2C3C=CC4(CN(C(C(=O)OC)C(C)C)C(=O)C24)O3)cc1 (stereo not drawn) | 5 | 99 | 94
CCOC(=O)C1CCCN(C(=O)c2sc3nc(C)nc(N(CC)CC)c3c2C)C1 (stereo not drawn) | 34 | 94 | 60
O=C(Cn1cnc2c(nnn2Cc2ccccc2)c1=O)c1ccccc1 | 3 | 97 | 94
COCCOC(=O)C1=C(C)NC(C)=C(C(=O)OC(C)C)C1c1cccc([N+](=O)[O-])c1 (stereo not drawn) | 4 | 80 | 76
CCOc1cccc(C2c3c(oc4ccccc4c3=O)C(=O)N2c2ccccn2)c1 (stereo not drawn) | -3 | 100 | 103
CCCCCNC(CC(=O)Nc1ccc(OC)cc1)C(=O)O (stereo not drawn) | -3 | 96 | 99
More structures
SMILES | MRP reversal | MRP reversal cytotoxicity | MRP reversal with doxorubicin
Cc1cc(C)n(-c2nc3ccccc3nc2N2CCOCC2)n1 | 6 | 97 | 90
Cc1c(-c2cccs2)[n+](=O)c2c(n1[O-])CCCC2 | 12 | 99 | 87
CCOC(=O)c1c(NC(=O)CSc2nnc(-c3ccc(OC)cc3)o2)sc2c1CCC2 | -26 | 58 | 85
CC1=C(C(=O)OC2CCCCCC2)C(c2ccc(C)o2)C2=C(CCCC2=O)N1 (stereo not drawn) | 2 | 96 | 94
Cc1ccc(Cl)c(Nc2ccccc2C(=O)O)c1Cl | 4 | 97 | 94
COc1cccc(OCC(=O)Nc2c(C(=O)Nc3ccc(OC)cc3OC)oc3ccccc23)c1 | -4 | 21 | 24
CC(C)[N+]1(C)[C@@H]2CC[C@H]1CC(OC(=O)C(CO)c1ccccc1)C2 (stereo partly drawn) | 14 | 101 | 87
O=C(O)CCC(=O)Nc1ccc(S(=O)(=O)Nc2nccs2)cc1 | -14 | 97 | 110
Cc1nc2c(c(=O)n1CC1CCCO1)c1nc3ccccc3nc1n2Cc1ccc2c(c1)OCO2 (stereo not drawn) | -3 | 40 | 43
Cc1cccc(NC(=O)CSc2nc3c(c(=O)[nH]2)CCC3)c1C | 0 | 96 | 96
COCCNC(=O)C(C#N)c1nc2ccccc2nc1N1CCN(Cc2ccc3c(c2)OCO3)CC1 (stereo not drawn) | -12 | 82 | 93
Cc1ccc2oc(=O)c3cc(C(=O)N4CCN(C(=O)c5ccco5)CC4)sc3c2c1 | 0 | 87 | 86
c1ccc(-c2cn3nc(-c4ccccc4)sc3n2)cc1 | -9 | 61 | 70
CC1CCN(Cc2nc3c(c(=O)n(C)c(=O)n3C)n2CCN2CCOCC2)CC1 | 16 | 97 | 81
COc1ccc(-c2cn3c(C)c(C(=O)N4CCN(c5ccc(OC)cc5)CC4)sc3n2)cc1 | -11 | 70 | 80
Cc1nnc2ccc(N3CCC(C(N)=O)(N4CCCCC4)CC3)nn12 | 10 | 93 | 83
COc1cc(/C=N/n2cnnc2)ccc1OCC(=O)N1CCOCC1 | -11 | 92 | 103
CCn1c(SCc2cccc(C(F)(F)F)c2)nnc1-c1ccco1 | 6 | 96 | 89
O=C(Nc1ccc(OC(F)(F)F)cc1)C1=NCCN1 | -2 | 97 | 99
C[C@]12C=CC(=O)C=C1CC[C@@H]1[C@@H]2[C@@H](O)C[C@@]2(C)[C@H]1CC[C@]2(O)C(=O)COC(=O)CCC(=O)O | 4 | 102 | 98
O=C(C1CCCCC1)N1CCC(c2nc3c(nnn3Cc3ccccc3Cl)c(=O)[nH]2)CC1 | 8 | 39 | 31
Cc1ccc(S(=O)(=O)n2nc(OC(=O)c3ccco3)cc2N)cc1 | 5 | 88 | 83
NS(=O)(=O)c1ccc(C(=O)O)cc1 | -4 | 98 | 103
Cc1cc(/C(O)=C2\C(=O)C(=O)N(CCN(C)C)C2c2ccncc2)ccc1OCc1ccccc1 (stereo not drawn) | -5 | 90 | 94
COc1cccc(NC(=O)N2CCCC2C(=O)Nc2ccc3c(c2)OCO3)c1 (stereo not drawn) | -2 | 84 | 86
(listing goes on)
SMILES | MRP reversal | MRP reversal cytotoxicity | MRP reversal with doxorubicin
Oc1ccccc1-c1cc(C(F)(F)F)[nH]n1 | -3 | 85 | 89
Cc1sc2nc3ccc(N4CCCC4)nn3c(=O)c2c1C | 3 | 74 | 71
COc1ccc2[nH]c(C)c(CN3CCCC(C)C3)c(=O)c2c1 (stereo not drawn) | -12 | 86 | 99
CC(=O)Nc1cccc(NC(=O)CSc2nn3c(=O)c(C)nnc3s2)c1 | -6 | 83 | 89
CC(C)[N+](C)(CCOC(=O)C1c2ccccc2Oc2ccccc21)C(C)C | -10 | 94 | 103
COc1ccccc1CNC(=O)c1nnc(Cc2ccc(Cl)cc2)o1 | 19 | 101 | 82
CC(=O)Oc1cc2c(C(=O)NCc3ccncc3)c(C)oc2c2ccccc12 | -20 | 64 | 84
O=C(C1CCC(Cn2c(=O)[nH]c3ccccc3c2=O)CC1)N1CCN(c2ccccc2)CC1 (stereo not drawn) | 5 | 84 | 79
Cc1cc(Nc2ccc(Br)cc2F)n2ncnc2n1 | -24 | 54 | 78
CCc1nnc(NC(=O)c2cccc(C(=O)Nc3nnc(CC)s3)n2)s1 | -4 | 4 | 7
CCOC(=O)c1ccc(NCc2ccncc2)cc1 | -14 | 71 | 85
Cc1ccccc1S(=O)(=O)Cc1ccc(C(=O)N2CCN(C3CCCCC3)CC2)o1 | 3 | 80 | 77
COCCN1C(=O)c2ccccc2C(C(=O)NCCCN2CCCC2=O)C1c1c[nH]c2ccccc12 (stereo not drawn) | 8 | 96 | 88
Cc1cccc(CCNC(=O)c2nnc(Cc3ccc(Cl)cc3)o2)c1 | 7 | 89 | 81
Cc1ccc(N2C(=O)c3ccccc3NC2C(C)Cc2ccc3c(c2)OCO3)cc1 (stereo not drawn) | -11 | 47 | 58
Cc1cnc(C(=O)NCCc2ccc(S(=O)(=O)NC(=O)NC3CCCCC3)cc2)cn1 | 19 | 99 | 80
CC(C)CC(=O)Nc1c2c(nn1-c1ccc(F)cc1)CSC2 | -4 | 90 | 94
CN(CCO)CC(O)Cn1cnc2c1c(=O)n(C)c(=O)n2C (stereo not drawn) (tested in a mixture with another compound) | -4 | 92 | 96
COc1ccc(Cl)cc1C(=O)Nc1cc(=O)n(C)c(=O)n1C | 5 | 85 | 80
CC1CCN(c2nc3c(c(=O)[nH]c(=O)n3C)n2CCSc2ncccn2)CC1 | 17 | 93 | 76
COc1ccccc1NC(=O)CN1CCN(c2ccccn2)CC1 | 17 | 95 | 78
Fc1cc(Br)ccc1Nc1nc2ccccc2n2nnnc12 | -5 | 25 | 30
CCC1CCCCN1Cc1nc2c(c(=O)n(C)c(=O)n2C)n1Cc1ccccc1 (stereo not drawn) | 6 | 89 | 83
CCOc1ccc(NC(=O)CN2CCN(C3c4ccccc4-c4ccccc43)CC2)cc1 | -10 | 32 | 43
Clc1ccc(Cc2nnc(-c3ccccc3Br)o2)cc1 | 6 | 103 | 97
Carrying on:
SMILES | MRP reversal | MRP reversal cytotoxicity | MRP reversal with doxorubicin
CCN1CCN(c2ncc(C(=O)Nc3cc(Cl)c(OC)cc3OC)c3ccccc23)CC1 | -23 | 23 | 46
CC1CCc2nc(NC(=O)c3cc(C(C)(C)C)nn3C)sc2C1 (stereo not drawn) | 10 | 83 | 73
Cc1ccc2nc(-c3cccc(-c4nc5ccc(C)cc5o4)n3)oc2c1 | 0 | 87 | 87
CCOc1cc2[nH]c(=O)n(CC3CCC(C(=O)NCCC(C)C)CC3)c(=O)c2cc1OCC (stereo not drawn) | -12 | 58 | 70
COc1ccccc1-c1ccc(NC2CCCCC2)nn1 | -20 | 53 | 74
CCOC(=O)N1c2ccccc2C=CC1OCC (stereo not drawn) | 0 | 92 | 92
Cn1c(Cn2c(=O)sc3ccccc32)nnc1SCc1ccc(F)cc1 | -15 | 43 | 58
COC(=O)CN1C(=O)CC(C)(C)Sc2ccccc21 | 5 | 97 | 92
Cc1ccc(CCN2C(=O)CCC2(C)C(=O)NC2CCCC2)cc1 (stereo not drawn) | -36 | 53 | 89
CCCSc1ccc2nc(NC(=O)OC)[nH]c2c1 | -15 | 20 | 35
COc1ccc(/C(O)=C2/C(=O)C(=O)N(CCCN(C)C)C2c2cccc(Cl)c2)cc1OC (stereo not drawn) | -7 | 78 | 85
CC(=O)OCC(=O)[C@@]1(O)CC[C@H]2[C@@H]3CCC4=CC(=O)C=C[C@]4(C)[C@H]3[C@@H](O)C[C@@]21C | 5 | 91 | 87
Cc1nnc(NC(=O)C2CCCO2)s1 (stereo not drawn) | -8 | 83 | 92
